Screening data as filed in PubChem BioAssay.
HIF-2a block: blocks HIF-2a reporter activity. 786-0 RCC cells HIF-2a reporter, luciferase luminescence, overnight. inhibition, % at 18.8 µM. 360,000 compounds, 0.72% hits. AID 624352;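 active = inhibition of the luminescence signal of 40% or more relative to plate controls, in a single-dose primary screen at 18.75 µM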
H9c2 protect: protects H9c2 cardiomyocytes from peroxide injury; protection from H2O2 cell death, % at 20 µM; H2O2 injury protection, ATPLite, 2 h; AID 588492; 360,000 compounds, 0.63% hits;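 active = compounds giving at least 50% protection of heart cells from peroxide-induced death in the single-dose screen, raw or plate-pattern-corrected value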;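 note: 0% = DMSO wells with peroxide and 100% = DMSO wells without peroxide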
Shn3 inh set2: reduces Shn3 3'UTR luciferase signal in osteoblasts | inhibition, % at 12.5 µM | 360,000 compounds, 0.52% hits | AID 588674 | Clone20 osteoblast Shn3 3'UTR firefly luciferase, 24 h;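 active = mean inhibition of at least 75% with every replicate also reaching 75%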;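 note: 0% = median of neutral control wells and 100% = pilot-screen positive control compound; some compounds past the cut are filed as inactive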
NR2E3 ag-1: agonists of human nuclear receptor NR2E3; 320,000 compounds, 0.12% hits; inhibition of corepressor binding, % at 4.78 µM; Q9Y5X4; GST-NR2E3/biotin-RetCOR TR-FRET, 1536-well; AID 2300;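 active = percent inhibition above the cutoff of mean plus 3 SD of all tested compounds, set per screening campaign, cut at about 20% in these data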;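 note: 0% = DMSO wells and 100% = biotin wells as full block of FRET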
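Material – GST-tagged NR2E3 plus biotinylated RetCOR corepressor · Quantity – NR2E3 fusion 1.35 nM · Times – 5 h incubation at 4 °C · Medium – pH 7.5 Tris-based buffer · Technique – TR-FRET, Eu(K)-anti-GST donor, streptavidin-D2 acceptor, ex 340, em 617/671 nm · Benchmarks – high control biotin, low control 0.6% DMSO · Format – 1536-well plates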
Peg3 prom inh: Peg3 promoter activity inhibition | 360,000 compounds, 1.7% hits | HeLa PEG-Prom luciferase reporter, luminescence, overnight | inhibition, % at 20 µM;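 active = inhibition of at least 50% at 20 µM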
CaV13 FRET inh: Disruptors of the CACNA1D IQ motif to Ca2+-dependent inactivation inhibitor domain association, primary screening, Förster resonance energy transfer in intact living …; HEK cells, CFP/YFP FRET ICDI-IQ, plate reader, 10 min; percent FRET-ratio fall versus neutral wells; inhibition, % at 12.3 µM; 340,000 compounds, 0.098% hits;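 active = mean replicate inhibition of at least 30% and at least 1% of replicates passing that level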;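 note: 0% = median of the neutral control wells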
MITF TRPM1 inh: MITF TRPM1 promoter inhibition in SK-MEL-5 cells. 330,000 compounds, 0.83% hits. SK-MEL-5 TRPM1 promoter luciferase, 24 h. inhibition, % at 12.5 µM;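 active = mean inhibition across replicates of 60% or more, whatever share of single replicates reaches that level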; note: values of inactives mirror those of a sister screen read the other way
hiPSC survival: increases survival of single human iPS cells; 360,000 compounds, 0.044% hits; survival enhancement, % at 20 µM; hiPSC single-cell survival, ATPlite luminescence; 100% = ROCK inhibitor wells, 0% = DMSO; in the data active = survival enhancement above about 18%;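 note: cells exposed to compounds for 16 hours before the ATP read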
NR2E3 ag-2: human photoreceptor-specific nuclear receptor agonism; Q9Y5X4; CHO-S Gal4-NCOR/VP16-NR2E3 two-hybrid, luciferase; inhibition of corepressor binding, % at 3.98 µM; 360,000 compounds, 0.35% hits; AID 602229;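 active = inhibition above the mean of all tested compounds plus 3 SD, cut at about 70% in these data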;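 note: 0% = DMSO with NR2E3 transfected cells and 100% = cells lacking NR2E3 construct; higher means lower luciferase signal from less NR2E3 corepressor binding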
PDI inh: blocks human protein disulfide isomerase activity; P07237; PDI insulin aggregation turbidity, A650, 90 min; inhibition, % at 10 µM; 350,000 compounds, 0.052% hits;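 active = mean inhibition across replicates of 30% or more, whatever share of single replicates reach that level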;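 note: absorbance from insulin aggregation driven by PDI reduction with DTT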
Target sequence (P07237 whole entry, looked up): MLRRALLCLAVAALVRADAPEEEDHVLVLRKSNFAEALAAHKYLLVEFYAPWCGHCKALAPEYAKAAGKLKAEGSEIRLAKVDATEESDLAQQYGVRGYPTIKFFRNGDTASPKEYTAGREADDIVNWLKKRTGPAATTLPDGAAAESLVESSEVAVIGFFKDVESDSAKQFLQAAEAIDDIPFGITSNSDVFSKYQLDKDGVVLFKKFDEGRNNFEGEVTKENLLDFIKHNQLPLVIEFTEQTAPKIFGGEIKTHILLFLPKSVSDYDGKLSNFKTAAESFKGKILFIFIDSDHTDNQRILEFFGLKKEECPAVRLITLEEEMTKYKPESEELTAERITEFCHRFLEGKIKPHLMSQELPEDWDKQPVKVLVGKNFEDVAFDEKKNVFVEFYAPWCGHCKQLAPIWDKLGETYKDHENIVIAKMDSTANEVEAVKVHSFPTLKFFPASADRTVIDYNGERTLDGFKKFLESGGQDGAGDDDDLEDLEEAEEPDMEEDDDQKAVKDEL
HTR2A ag: agonists of mouse serotonin 5-HT2A receptor (HTR2A) | CHO-K1 mHTR2A beta-arrestin complementation, luminescence; percent of 30 µM serotonin response | P35363 | 360,000 compounds, 0.66% hits | activation, % at 7.6 µM;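 active = activation above a run cutoff, the mean activation of all tested compounds plus 3 SD, cut at about 14% in these data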;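 note: 0% = plate median of compound wells and 100% = 30 µM serotonin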
Target sequence (P35363 whole entry, looked up): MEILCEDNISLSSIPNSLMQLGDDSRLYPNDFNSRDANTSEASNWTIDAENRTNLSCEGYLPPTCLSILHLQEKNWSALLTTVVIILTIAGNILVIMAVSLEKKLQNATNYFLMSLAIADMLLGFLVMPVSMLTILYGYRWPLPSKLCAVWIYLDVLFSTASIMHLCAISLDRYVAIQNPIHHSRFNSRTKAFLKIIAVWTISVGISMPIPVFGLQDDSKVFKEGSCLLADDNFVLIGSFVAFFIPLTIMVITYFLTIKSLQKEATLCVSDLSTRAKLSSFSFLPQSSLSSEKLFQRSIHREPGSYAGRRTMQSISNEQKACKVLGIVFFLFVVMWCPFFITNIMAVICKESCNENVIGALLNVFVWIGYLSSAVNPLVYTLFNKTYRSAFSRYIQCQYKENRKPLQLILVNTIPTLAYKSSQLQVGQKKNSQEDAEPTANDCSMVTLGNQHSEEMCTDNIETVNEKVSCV
* marks the source's active call; other numbers are inactive results; nt = no result given.

SMILES	HIF-2a block	H9c2 protect	Shn3 inh set2	NR2E3 ag-1	Peg3 prom inh	CaV13 FRET inh	MITF TRPM1 inh	hiPSC survival	NR2E3 ag-2	PDI inh	HTR2A ag
Cc1nn(Cc2ccccc2Cl)c(C)c1NC(=O)C1C2CCC(O2)C1C(=O)O (stereo unspecified)	-13	9	42	nt	3	nt	-9	-3.5	-13	8	4
c1ccc(-c2noc(-c3ccno3)n2)nc1	-68	-6	-8	-6	-37	-21	-12	-0.4	-15	-5	-2
O=C(c1ccccc1)c1nn(-c2ccc(Cl)cc2)c(=O)cc1C(F)(F)F	46*	-13	74	8	79*	-4	24	-1.7	108*	-1	-5
COC(=O)[C@H]1Cc2cnoc2C[C@]1(C)C(=O)O	2	1	-5	3	12	-7	-11	-3.1	-35	2	3
Cc1ccc(NC(=O)CN2C(=O)NC3(CCc4ccccc43)C2=O)cc1Cl (stereo unspecified)	-1	-6	-6	-1	8	nt	-9	-0.5	-13	-5	1
CC(C)C[C@H](NC(=O)OC(C)(C)C)C(=O)N[C@@H](CO)[C@H](O)[C@@H]1C[C@@H]1C(=O)NC1CCCCC1	-5	2	-4	2	-3	-10	-4	3.1	9	-2	2
O=C(CN1CCN(C(C(=O)Nc2ccc(F)cc2)c2ccccc2)CC1)NC1CC1 (stereo unspecified)	10	-5	1	-2	13	-2	-11	1.0	-6	-8	-8
Oc1c(Cl)cc(Cl)c(Cl)c1CN1CCOCC1	7	-2	-8	nt	-10	-6	9	-2.8	-19	6	2
Cc1cc(C)c(Cn2c3ccccc3c3cnn(CC(=O)NCCN4CCOCC4)c(=O)c32)c(C)c1	22	14	24	3	-1	-7	-16	-0.6	3	7	-4
C=CCn1c(-c2ccccc2OCC)n[nH]c1=S	22	1	-4	3	20	-3	26	1.2	-12	-3	-2
CCCCC(=O)Nc1ccc(C)c(S(=O)(=O)N2CCCCCC2)c1	10	-14	16	0	26	-18	7	0.1	13	-4	-1
O=C(NCc1ccc(F)cc1)c1cc(-c2ccco2)on1	-79	1	-19	3	-78	nt	-15	0.4	-17	7	2
CC(C(=O)NCc1ccccc1)N1CCN(c2ccc(F)cc2)CC1 (stereo unspecified)	18	4	-25	-3	20	-17	1	1.3	-34	1	-10
O=C(c1cnccn1)N(Cc1ccco1)C1(C(=O)NC2CCCCC2)CCCCC1	15	-1	9	2	-2	nt	0	4.0	-9	-43	9
O=C(Nc1ccc(N2CCOCC2)cc1)c1csc(COCCO)n1	-81	-7	-8	nt	-126	-3	nt	-2.3	-13	16	-2
NC(=O)c1nc[nH]c1C(=O)Nc1cccc(C(F)(F)F)c1	-91	-3	-15	-1	-64	-12	9	-1.8	-14	-1	-2
CCC(C)N(C(=O)COC(=O)CN=C1NS(=O)(=O)c2ccccc21)C1CCS(=O)(=O)C1 (stereo unspecified)	6	-2	7	4	-5	-5	nt	0.3	8	-6	-1
Cc1ccc(-c2noc(Cn3nc(C(=O)O)c4ccccc4c3=O)n2)cc1	-36	8	-23	-2	-38	-5	-13	-0.4	-44	13	-4
CC(=O)OCC(OC(C)=O)C(OC(C)=O)C(OC(C)=O)C(=O)Nc1ccc(C)cc1C (stereo unspecified)	19	1	0	-1	10	-3	8	-0.4	16	7	2
O=C(NCc1nc2ccccc2[nH]1)c1cccs1	-95	2	-32	-2	-62	-6	-16	3.1	-26	nt	-4
Cn1cc(S(=O)(=O)N2CCC(C(N)=O)CC2)c(=O)n(C)c1=O	10	2	-13	3	-1	-2	nt	-0.2	-17	nt	2
Cc1nnc2n1NC(c1ccc(Cl)cc1)C(C(=O)N1CCC(C)CC1)S2 (stereo unspecified)	2	1	7	0	4	nt	0	1.6	-2	-1	-9
COC(=O)/C=C1\N/C(=N\c2nc(C)cc(C)n2)N(c2ccc(Cl)cc2)C1=O	14	5	nt	0	3	0	nt	0.2	7	1	0
CCOCCCNC(=O)/C(C#N)=C/c1ccccc1F	15	-2	14	2	8	1	1	0.4	1	-7	-1
COc1cccc(CN(C)C(=O)c2ccc(N3CCCC3)c([N+](=O)[O-])c2)c1	-6	2	21	2	17	-6	4	0.8	-8	2	1

Further results:
SMILES	HIF-2a block	H9c2 protect	Shn3 inh set2	NR2E3 ag-1	Peg3 prom inh	CaV13 FRET inh	MITF TRPM1 inh	hiPSC survival	NR2E3 ag-2	PDI inh	HTR2A ag
O=C(CN1C(=O)S/C(=C\c2ccc(O)cc2)C1=O)c1ccccc1	-104	-7	-10	0	-55	-5	-11	-0.4	-28	-1	-1
O=C(N=C1SC2CS(=O)(=O)CC2N1c1cccc(F)c1)C1CC1 (stereo unspecified)	8	1	-6	-3	-1	-4	0	-0.1	-20	-2	-1
O=C(OCc1ccccc1)c1cnc(Cl)c(Cl)c1	-3	-13	3	-1	17	-4	-3	-0.7	-6	9	-6
COC(=O)c1ccc(-c2csc(NC(=O)c3ccc(S(=O)(=O)N4CCc5ccccc5C4)cc3)n2)cc1	12	18	2	0	24	-2	13	1.1	-8	-4	2
O=C(/C=C/c1ccccc1)c1ccccc1	-62	-13	-54	-2	-24	-6	-22	-3.7	-15	-2	5
Cc1ccc(C(=O)N/N=C2\CCCc3ccccc32)c(C)c1	-273	-13	-77	1	-233	-19	-58	-0.7	-31	-3	-3
O=C(OCC(=O)c1ccc[nH]1)c1ccc([N+](=O)[O-])cc1	-2	-4	-14	3	10	-2	3	-0.3	-5	5	1
Nc1nc(CN2CCN(c3ccccc3)CC2)nc(Nc2ccc(Cl)cc2)n1	20	1	5	-3	22	3	16	-1.7	14	1	13
O=C(NCCOc1cccnc1)c1ccc(OC2CCN(Cc3ccccn3)CC2)cc1	-22	-1	31	2	43	-6	11	-0.6	42	-2	0
CCCOc1ccc(-c2c(C(=O)N/N=C/c3ccc(OC)cc3)nnn2-c2nonc2N)cc1	12	11	5	-3	0	-4	10	0.2	-19	1	-3
COc1cccc(-c2noc(CCCC(=O)NC3CCCC3)n2)c1	-10	-1	-7	2	-11	-4	-1	-0.4	-21	-9	2
CCc1ccc(NC(=S)N2CCNC(=O)C2CC(=O)OC)cc1 (stereo unspecified)	1	-8	4	0	5	2	-1	-1.1	-6	11	4
CC(=O)c1c(C)[nH]c(C(=O)CN2C(=O)NC(C)(CCC(C)C)C2=O)c1C (stereo unspecified)	15	34	9	5	3	8	-5	5.2	23	-1	-6
CCCC(=O)NC(c1cccs1)c1cc([N+](=O)[O-])c2cccnc2c1O (stereo unspecified)	14	50	21	-2	54*	-2	5	2.3	16	3	1
Cc1cc(O)ccc1Nc1nc2ccccc2nc1Nc1ccc(O)cc1C	-75	8	-6	3	-29	-6	5	1.3	-7	-8	1
COc1ccc(Cl)cc1NC(=O)CN1C(=O)CC(C)S(=O)(=O)c2ccccc21 (stereo unspecified)	15	-3	64	1	11	-7	-1	-0.5	-7	3	1
O=C(N=Nc1c(O)[nH]c2ccccc12)c1ccc2c(c1)OCO2	-158	-15	-60	0	-137	-5	1	-6.5	-73	17	0
CCn1c(Cc2ccccc2)nnc1SCC(=O)OC(C)C	-5	-1	-3	3	9	-6	-15	-0.2	-3	3	3
COc1cc(C(=O)NNC(=O)C2CCC2)cc(OC)c1OC	5	-5	-12	4	13	-3	1	0.8	-1	-1	-3
CCOC(=O)c1[nH]c2cc(OC)c(OC)cc2c1N	0	25	3	-9	-7	nt	-4	-1.0	-3	-15	-4
Clc1ccc(CN2C3=NCCN3c3ccccc32)cc1	17	-18	2	-2	5	1	-10	-2.4	-24	-3	-5
COCC(O)CNc1ccccc1 (stereo unspecified)	6	-6	4	-4	10	-2	7	1.9	7	-5	4
CCOC(=O)C(CSCc1ccccc1)NC(=O)OC(C)(C)C (stereo unspecified)	7	4	-7	2	7	nt	2	0.2	4	-1	4
Cc1ccccc1CS(=O)(=O)Cc1ccc(C(=O)NC2CCCCC2)o1	7	1	-3	1	19	-2	3	-0.3	-17	14	-3
O=S(=O)(N1CCCCC1)n1nnc2ccccc21	9	6	17	-2	-1	nt	15	0.2	10	0	0

Some entries already given, limited to Shn3 inh set2 and hiPSC survival:
SMILES,Shn3 inh set2,hiPSC survival
O=C(N=Nc1c(O)[nH]c2ccccc12)c1ccc2c(c1)OCO2,-60,-6.5
Cc1nnc2n1NC(c1ccc(Cl)cc1)C(C(=O)N1CCC(C)CC1)S2 (stereo unspecified),7,1.6

The results go on.
SMILES	HIF-2a block	H9c2 protect	Shn3 inh set2	NR2E3 ag-1	Peg3 prom inh	CaV13 FRET inh	MITF TRPM1 inh	hiPSC survival	NR2E3 ag-2	PDI inh	HTR2A ag
COc1ccc(Nc2cc(Sc3ccc(OC)cc3)ncn2)cc1	-50	-14	4	0	-33	-13	-4	-0.6	0	2	-3
Cn1nnnc1SCC(=O)N1CCN(S(=O)(=O)c2ccccc2)CC1	9	6	-3	1	0	-21	6	-1.2	-6	0	-1
O=C(NNC(=O)c1ccc(Cl)c(Cl)c1)c1cccnc1	-28	-4	4	-1	-16	nt	-8	0.6	-41	7	-4
CCCCCC(=O)O/N=C(\C)c1ccn(S(=O)(=O)c2ccccc2)c1	21	2	14	0	14	-18	22	0.3	-14	-2	0
Cn1nccc1/C=C(/C#N)S(=O)(=O)c1ccccc1	20	0	-14	0	-1	-4	1	0.4	2	-4	-1
Cn1c(SCC(=O)Nc2sccc2C#N)nnc1C1CC1	-5	5	-16	nt	-12	-16	9	-0.5	-2	-5	-7
CCCN1CCC(=O)N([C@H](CN=[N+]=[N-])Cc2ccccc2)CC1	-8	4	-5	0	-8	-6	0	-1.8	-2	8	-3
CCc1cc2cccc(C)c2nc1SCC(=O)N1CCN(C(=O)c2ccco2)CC1	15	59*	-2	2	19	nt	10	3.6	7	14	-1
CCCCOC(=O)Nc1ccc(S(=O)(=O)Nn2cnnc2)cc1	-6	4	-10	0	6	-8	9	2.4	-8	-13	3
CCN1CC(CN(C)Cc2nc(-c3ccco3)oc2C)CC1=O (stereo unspecified)	16	5	9	-1	1	1	14	2.0	-9	-5	0
O=C1c2ccccc2C(=O)N1CCCCON1C(=O)c2ccccc2C1=O	10	2	-20	-3	14	-2	-6	-0.7	-12	-2	-1
CCOC(=O)N1CCc2c(sc3nc4n(c(=O)c23)N=C(c2ccc(OC)cc2)CS4)C1	14	11	nt	2	29	-20	-5	-0.4	-6	2	1
Cc1nc(NC(=S)NC(=O)c2cccs2)ccc1Br	-185	-11	-62	-4	-155	-3	-5	-0.5	-19	4	-3
CCn1c(=O)n(CC(=O)Nc2ccc(F)cc2)c(=O)c2ccccc21	14	0	-3	-3	25	-1	11	-0.8	-4	14	-1
CCOC(=O)c1ccc(Oc2c(C)oc3cc(OS(C)(=O)=O)ccc3c2=O)cc1	15	-4	-49	-2	12	-2	-5	1.5	-4	-8	4
